# NR1D1 modulator: modulates human Rev-erb alpha binding to DNA; activity, % at 10 µM; hit rate 0.79% among 370,000; Rev-erbα–FITC-DNA binding, fluorescence polarization, 90 min; AID 1259318;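 active means activity above about 14%, limit read from the data; passing the limit was not always enough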;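 further: 0% = DMSO wells with 35 nM protein and 100% = DMSO wells with 750 nM protein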
# LEDGF integ inh: blocks HIV-1 LEDGF/p75-dependent DNA integration | TR-FRET IN-LEDGF/p75 DNA integration, Eu/Cy5 | inhibition, % at 3.7 µM | hit rate 0.64% among 370,000;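 active means inhibition above the screen-wide mean plus 3 SD, cut at about 13% in these data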;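 further: signal is the Cy5 over europium emission ratio at 671 and 618 nm; 0% = plate median of compound wells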
# ABHD4 inh: inhibits mouse alpha/beta hydrolase domain 4 | hit rate 0.54% among 370,000 | purified mABHD4, FP-Rh probe fluorescence polarization | inhibition, % at 8.92 µM | AID 720543 | Q8VD66;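 active means inhibition exceeding the mean over every tested compound plus 3 SD, cut at about 30% in these data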;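 further: 0% = plate median of compound wells and 100% = S159A mutant with DMSO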
#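 Assay system: wild-type mouse ABHD4 protein; compound: single nominal dose of 8.92 µM, 0.89% DMSO final; schedule: 45 min + 60 min at 25 °C; measured by: FP readout, ex 525 nm / em 598 nm; evaluation: % inhibition of FP-Rh probe binding versus controls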
# SIAE primary: blocks human sialic acid acetylesterase. Q9HAT2. SIAE FP-Rh probe binding, fluorescence polarization. inhibition, % at 9.66 µM. hit rate 0.69% among 370,000;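 active means inhibition above a cutoff: mean of compounds within the control limits plus 3 SD of those, cut at about 17% in these data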;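 further: 0% = plate median of compound wells and 100% = probe without SIAE protein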
# Target sequence (Q9HAT2 whole entry, looked up): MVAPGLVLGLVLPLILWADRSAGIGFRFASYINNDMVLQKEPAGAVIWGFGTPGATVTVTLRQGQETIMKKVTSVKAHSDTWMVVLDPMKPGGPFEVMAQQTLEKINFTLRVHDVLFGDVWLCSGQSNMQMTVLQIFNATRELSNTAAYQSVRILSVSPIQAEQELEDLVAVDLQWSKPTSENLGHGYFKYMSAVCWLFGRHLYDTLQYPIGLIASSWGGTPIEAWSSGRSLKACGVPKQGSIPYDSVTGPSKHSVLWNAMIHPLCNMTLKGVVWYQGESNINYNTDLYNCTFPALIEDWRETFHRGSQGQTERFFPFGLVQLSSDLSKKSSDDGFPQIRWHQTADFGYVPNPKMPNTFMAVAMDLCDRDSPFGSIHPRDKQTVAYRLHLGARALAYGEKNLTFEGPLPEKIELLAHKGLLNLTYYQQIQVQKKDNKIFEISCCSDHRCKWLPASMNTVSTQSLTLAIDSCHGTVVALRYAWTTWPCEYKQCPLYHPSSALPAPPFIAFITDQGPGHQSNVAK
# HTRA1 inhibitor: HTRA1 (human) protease inhibition; recombinant HTRA1, FP-rhodamine activity-based probe, fluorescence polarization; inhibition, % at 5.96 µM; hit rate 0.5% among 340,000; in the data active means inhibition above about 36%;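 further: 0% = enzyme with DMSO and 100% = wells lacking enzyme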
# PRMT1 FP inh: inhibitors of human PRMT1; inhibition, % at 2.79 µM; recombinant PRMT1, activity-based probe fluorescence polarization; hit rate 1.3% among 370,000; Q99873;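 active means inhibition above about 21% made by adding two undisclosed values, limit read from the data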
# Target sequence (Q99873 whole entry, looked up): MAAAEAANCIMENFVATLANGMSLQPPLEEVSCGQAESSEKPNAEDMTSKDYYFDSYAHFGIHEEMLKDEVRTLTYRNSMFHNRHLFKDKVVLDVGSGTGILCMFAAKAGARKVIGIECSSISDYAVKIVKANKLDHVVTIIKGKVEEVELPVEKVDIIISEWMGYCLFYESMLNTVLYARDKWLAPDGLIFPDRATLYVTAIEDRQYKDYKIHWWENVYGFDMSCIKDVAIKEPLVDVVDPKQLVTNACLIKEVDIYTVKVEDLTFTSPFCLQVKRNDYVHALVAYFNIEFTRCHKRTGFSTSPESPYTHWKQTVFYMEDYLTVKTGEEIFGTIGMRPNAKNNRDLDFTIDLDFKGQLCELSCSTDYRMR
# TDP2 inh: blocks human TDP2 phosphodiesterase activity; O95551; recombinant TDP2, T5PNP hydrolysis, p-nitrophenol absorbance 415 nm; inhibition, % at 12.8 µM; hit rate 0.34% among 370,000; AID 720702;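 active means inhibition above the mean of all tested compounds plus 3 SD, set per campaign, cut at about 25% in these data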;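 further: 0% = DMSO with enzyme and 100% = buffer with substrate but no TDP2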
#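 Test system: human TDP2 enzyme; Input: 120 nM TDP2 per well; Buffer or medium: Mg2+-containing Tris-HCl buffer, pH 7.5; Reagent: 5 mM T5PNP; Dosing: 12.8 µM single point, 1% DMSO; Incubation: reaction 2 h, 37 °C; Detection: p-Nitrophenol epi absorbance; Read-out: % inhibition relative to enzyme-containing and enzyme-free wells; Replicates: single well per compound.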
# PG9 binder: PG9 antibody binding by small molecule; TR-FRET gp120-PG9 antibody binding; inhibition, % at 6.7 µM; hit rate 0.43% among 360,000; in the data active means inhibition above about 8.5%
# TCR-CD3 inh: inhibitors of human TCR-CD3 interaction; TAMRA-labeled TCR probe fluorescence, biochemical; inhibition, % at 9.4 µM; hit rate 0.37% among 360,000; AID 651800; in the data active means inhibition above about 19%;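 further: recombinant mutant TCR 2C K166C tagged with TAMRA read by polarization; 0% = receptor in buffer alone and 100% = receptor with positive control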
# rCAG binder: molecules binding r(CAG) RNA repeats; hit rate 1.3% among 370,000; inhibition, % at 3 µM; r(CAG) RNA repeat, TO-PRO-1 dye displacement fluorescence;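 active means inhibition above the plate cutoff, the mean of all test compounds on that plate plus 3 SD, cut at about 35% in these data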;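 further: 0% = DMSO alone and 100% = 100 µM mitoxantrone as full dye displacement; higher means more dye released from RNA so lower well fluorescence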
# The depositor's hits bear a star; nt = no result given. A portion of the library, so the mix of outcomes need not match the whole.
SMILES,NR1D1 modulator,LEDGF integ inh,ABHD4 inh,SIAE primary,HTRA1 inhibitor,PRMT1 FP inh,TDP2 inh,PG9 binder,TCR-CD3 inh,rCAG binder
CCOc1ccc(CN2C(=O)c3ccccc3C2=O)cc1C(=O)O,-2.0,-4.0,2.3,2.7,0.5,0.8,-0.6,-2.4,3.2,4.7
O=C(COC(=O)c1ccc(Cl)nc1)Nc1ccc2c(c1)OCCO2,-2.4,-8.2,-15.2,-7.6,-0.7,7.1,-10.3,-0.8,-4.7,1.7
Cc1c(C(=O)Nc2ccccc2F)cnn1-c1ccccc1,7.2,7.0,1.5,-7.0,-5.0,1.7,-14.7,-0.9,-0.9,-5.3
CN(C)C(CNC(=O)CCNC(=O)c1ccc(Br)cc1)c1ccco1 (stereo not given),8.3,-0.4,4.3,12.2,1.0,-0.4,-2.8,0.2,-8.1,-1.6
CC(=O)N=C(N)Sc1nc2ccccc2[nH]1,-7.5,-1.6,-1.5,-3.1,-10.4,-1.2,-3.2,-0.9,4.6,6.5
Cc1cccc(C(=O)N[C@@H]2c3ccccc3C[C@@H]2O)n1,-6.8,-0.3,1.3,-0.7,-3.5,-3.2,-0.3,-2.7,0.9,1.2
CCOC(=O)CSc1nc2c(sc(=S)n2-c2ccc(OCC)cc2)c(=O)[nH]1,0.0,2.1,-4.3,-1.8,-11.2,-0.9,1.7,-0.7,4.5,43.2*
CN(C)/C=N/c1nc2nccc(-c3ccc(F)cc3)n2n1,-4.1,0.8,0.6,7.0,-5.7,0.2,7.2,-0.9,7.3,-2.6
COC(=O)c1cc(C#N)c(OC)nc1C,0.3,3.0,4.9,2.6,-2.3,0.0,18.2,0.5,-3.9,0.3
O=S(=O)(NCC1CCCO1)c1ccccc1 (stereo not given),3.2,5.0,-8.0,-8.5,-0.2,-7.0,-14.9,-1.0,6.3,1.0
COc1ccc(NC(=O)CSc2nnc(N)s2)c([N+](=O)[O-])c1,-5.3,-0.1,0.6,4.8,0.5,5.6,5.6,1.1,-0.8,0.4
COc1cc(-c2nnc(SCC(=O)c3cc(C)n(CC4CCCO4)c3C)o2)cc(OC)c1OC (stereo not given),-1.9,1.5,1.6,-0.1,-2.9,-2.4,5.8,0.5,1.7,-2.7
C/C(=N\N=C1\NC(=O)C(Cc2ccccc2)S1)c1ccccc1 (stereo not given),0.9,-1.3,-11.5,-2.0,-33.0,-1.8,12.5,0.7,-4.4,4.9
CC(NC(=O)c1cc(Br)ccc1Br)c1ccccc1 (stereo not given),-6.5,-5.0,-2.5,1.8,nt,1.1,-3.4,0.2,2.2,-4.3
CS(=O)(=O)N(CCc1ccccc1)CC(=O)N1CCCCCC1,-5.5,-1.7,-0.1,2.3,-0.7,-1.1,-0.5,0.9,11.5,1.6
O=c1c2ccccc2nc(/C=C/c2cccc([N+](=O)[O-])c2)n1CCCO,-3.5,1.0,-4.2,-1.9,-22.5,-2.0,-1.7,-0.8,-2.1,7.7
CCCCNc1nc2c(c(=O)[nH]c(=O)n2C)n1CCOc1ccccc1,0.5,-1.0,-0.6,4.4,-4.0,0.5,6.7,-0.7,-2.5,-2.6
Cc1ccc(C(=O)NNC(=O)CSc2nc(N)cc(N)n2)cc1,0.3,1.3,8.6,4.6,4.0,1.1,1.3,-0.1,1.9,3.7
CCc1noc(C)c1C(=O)Nc1nc2c(C)cccc2s1,-0.2,1.1,25.3,-3.3,-23.8,1.5,-5.9,0.8,9.7,-3.4
Cc1ccc(C(=O)NC(=S)Nc2ccc3[nH]c(=O)[nH]c3c2)cc1C,-12.7,16.7*,5.2,4.3,-1.1,3.5,6.1,-1.1,1.2,4.8
O=C1C=CC(=O)N1c1ccccn1,-2.5,3.3,-5.9,3.5,3.8,5.1,-1.9,-2.6,1.6,2.9
C[C@H](CO)N1C[C@H](C)[C@@H](CN(C)S(=O)(=O)c2ccccc2)Oc2ccc(NC(=O)NC3CCCCC3)cc2C1=O,-0.3,1.4,3.6,-1.6,-5.2,-3.2,-9.3,-0.9,-6.8,4.3
COc1ccc(CCNc2nc(=O)[nH]nc2C)cc1OC,5.1,0.5,-12.8,0.0,-2.0,4.0,-10.5,2.1,-0.2,1.6
COc1ccc(CNc2ccc3c(c2)ncn3-c2ccccc2OC)cc1,1.9,-3.8,6.7,4.8,-0.1,0.6,-1.2,-0.2,-3.4,-2.9
CN(CC(=O)NCc1cccnc1)S(=O)(=O)c1ccccc1,0.3,-5.5,9.4,-2.1,-4.1,2.0,-6.0,-0.9,-0.8,-1.8

# Two entries picked at random from those above, as already listed:
SMILES,NR1D1 modulator,LEDGF integ inh,ABHD4 inh,SIAE primary,HTRA1 inhibitor,PRMT1 FP inh,TDP2 inh,PG9 binder,TCR-CD3 inh,rCAG binder
O=C(COC(=O)c1ccc(Cl)nc1)Nc1ccc2c(c1)OCCO2,-2.4,-8.2,-15.2,-7.6,-0.7,7.1,-10.3,-0.8,-4.7,1.7
CC(NC(=O)c1cc(Br)ccc1Br)c1ccccc1 (stereo not given),-6.5,-5.0,-2.5,1.8,nt,1.1,-3.4,0.2,2.2,-4.3

# 4 entries from above, sorted by the value under SIAE primary, low to high:
smiles	SIAE primary
O=c1c2ccccc2nc(/C=C/c2cccc([N+](=O)[O-])c2)n1CCCO	-1.9
COc1ccc(CCNc2nc(=O)[nH]nc2C)cc1OC	0.0
Cc1ccc(C(=O)NC(=S)Nc2ccc3[nH]c(=O)[nH]c3c2)cc1C	4.3
Cc1ccc(C(=O)NNC(=O)CSc2nc(N)cc(N)n2)cc1	4.6

# Later entries:
SMILES,NR1D1 modulator,LEDGF integ inh,ABHD4 inh,SIAE primary,HTRA1 inhibitor,PRMT1 FP inh,TDP2 inh,PG9 binder,TCR-CD3 inh,rCAG binder
COC(=O)[C@]1(CC(C)C)N[C@H](c2ccc(-c3ccccc3)cc2)[C@@H]2C(=O)N(C)C(=O)[C@@H]21,0.5,-2.4,-8.8,-0.6,3.2,3.9,-1.5,-1.0,-6.2,5.3
COc1ccc(OC)c(NC(=O)Cn2nc(C)c3ccccc3c2=O)c1,-4.6,-1.8,-1.1,-0.7,1.2,5.0,-2.0,-0.4,4.0,-2.9
O=C(CO/N=C/c1ccc2c(c1)OCO2)Nc1cccc(Br)c1,4.0,1.0,-18.4,-3.7,-37.8,6.7,-17.6,-0.9,-8.8,7.5
CCc1ccc(C(O)c2ncc(-c3ccc(Cl)cc3)[nH]2)cc1 (stereo not given),-2.5,-3.0,-2.2,4.9,nt,1.1,-0.6,-0.1,-4.8,1.0
CC1(C)NC(=O)N(CC(O)COC2CCCCC2)C1=O (stereo not given),-0.2,-0.1,3.5,-0.8,3.1,-3.4,3.2,-0.2,-2.1,-0.9
COc1ccc(CN(C)CCCn2ccc(NC(=O)OCc3ccccc3)nc2=O)cc1OC,-8.8,3.2,-4.4,2.1,-0.6,-7.8,-2.4,1.7,3.1,-0.1
Cc1c(Cl)cccc1-n1c(SCC(=O)N2CCC(C(=O)O)CC2)nc2ccccc2c1=O,3.3,-1.7,8.7,1.4,11.6,-1.8,9.9,-1.1,1.1,5.5
COc1ccc(-c2cn[nH]c2C)cc1,2.1,1.4,4.6,-2.1,-1.8,-3.5,6.8,0.0,2.4,-3.0
O=C(COC(=O)c1ccc(Cl)cc1)NCC1CCCCC1,-2.0,3.1,-4.0,-5.7,-6.8,2.1,0.9,1.8,2.3,-0.8
Cc1[nH]c2ccccc2c1C(=O)CSc1nnc(C2CC2)o1,-0.6,-9.5,-6.0,-7.3,-3.3,-0.7,-3.1,-0.2,-1.9,5.8
CCOc1ccc(NCc2cccn2-c2nnc(N3CCC(C(=O)NCCCN4C(C)CCCC4C)CC3)s2)cc1 (stereo not given),-0.3,-0.6,5.5,11.8,10.4,-3.2,-9.2,-5.3,5.1,0.4
COc1ccc(/C=C(/C#N)C(=O)Nc2cccnc2)cc1OC,-3.3,-3.2,3.0,-2.2,-5.9,-3.1,-1.8,-2.1,-5.2,-1.6
COc1ccc(N2C(=O)CSC23C(=O)Nc2ccccc23)cc1 (stereo not given),-3.2,-1.9,-3.6,-1.1,-0.2,2.1,1.9,-2.6,7.2,1.9
COc1ccccc1NS(=O)(=O)c1cccc(C(=O)NCc2ccccn2)c1,5.3,-3.0,-6.4,-0.2,2.4,-0.2,5.4,1.1,2.2,-2.4
O=C(NC(=S)Nc1ccc(S(=O)(=O)N2CCOCC2)cc1)c1ccccc1[N+](=O)[O-],2.3,0.1,3.0,-2.7,-1.1,3.9,-7.6,-0.4,-3.8,2.3
COc1ccc(NC(=O)c2noc3c2CCC3)cc1,-11.3,4.6,13.1,-0.5,12.6,4.4,13.7,1.7,6.5,6.6
CC[C@]12c3[nH]c4ccccc4c3CCN1C(=O)C(CC(=O)NCCCOC)C[C@@H]2C(=O)N1CCN(C(=O)c2ccco2)CC1 (stereo not given in full),2.4,3.9,-0.6,-2.8,4.5,1.2,-2.2,-1.2,3.2,-0.7
CC(C)C1OC(c2cccc(NC(=O)c3cccs3)c2)OCC1(C)C (stereo not given),2.1,0.8,-17.1,-23.4,-44.5,1.4,-8.4,-1.1,-4.5,-4.0
O=C(O)CCCC(=O)N1N=C(c2ccco2)CC1c1ccco1 (stereo not given),1.9,-4.6,0.0,-4.6,1.2,4.8,-3.0,-0.4,-5.5,-1.1
O=C(c1cccc(S(=O)(=O)NCc2ccccc2)c1)N1CCN(Cc2ccccc2)CC1,-0.2,-1.6,-0.7,5.7,-5.5,1.4,3.8,-1.8,-4.6,-7.3
Cn1cc(Br)c(NC(=O)/C=C/C(=O)O)n1,-2.1,3.5,-2.5,4.2,4.8,36.0*,3.1,0.3,-3.1,0.3
O=C(NNC(=O)c1sccc1-n1cccc1)c1ccc(Cl)cc1,4.3,6.0,-11.9,-0.4,6.0,-3.0,-9.6,-1.6,0.2,1.8
COc1ccc(N(C(=O)c2snc(C(N)=O)c2N)C(C(=O)NC2CCCC2)c2cccs2)cc1OC (stereo not given),-25.1,-0.9,3.2,0.8,2.1,1.4,-10.5,-1.7,1.1,-2.1
CC(C)CCc1noc(CN2CCN(c3ccc(Cl)cn3)CC2)n1,2.3,0.3,2.2,-2.2,2.5,-2.4,-6.3,0.9,7.6,-6.5
COc1cc(/C=C2/C(=N)N3C(c4ccccc4)=CSC3=NC2=O)ccc1OCC(=O)O,0.8,2.0,-15.9,-11.2,-5.3,1.4,-5.2,0.1,6.9,27.6
Cc1c(C(=O)N2CCCCC2)c(S(=O)(=O)NCc2ccc(F)cc2)c(C)n1C,8.1,-0.1,-3.5,1.6,-0.6,3.2,0.3,0.1,7.1,-6.1
CCOC(=O)C1=C(C)N=c2s/c(=C\c3ccc(OCC(=O)O)cc3)c(=O)n2C1c1ccccc1 (stereo not given),6.1,2.4,-35.7,-17.3,-23.7,34.1*,23.0,-2.0,4.4,74.7*
Cc1ccc(CNC(=O)c2cc3c(C)nc4ccccc4c3o2)cc1,-4.5,1.3,-7.5,0.3,-31.6,0.2,1.0,0.0,-6.2,2.0
O=C(CSc1nnc(-c2cnccn2)n1Cc1ccco1)c1ccc(Cl)c(Cl)c1,-0.5,0.2,1.9,-3.9,-16.2,-1.9,-2.4,-0.7,0.5,5.1
C/C(=N\NC(=O)c1cc(O)ccc1O)c1cccc(NC(=O)c2ccc(Cl)cc2)c1,2.2,40.6*,56.9*,25.9*,43.9*,18.5,13.8,-5.1,45.8*,36.8*

# From PubChem BioAssay
